Bioassay records as filed in PubChem BioAssay.
NR1D1 modulator = modulates human Rev-erb alpha binding to DNA | Rev-erbα–FITC-DNA binding, fluorescence polarization, 90 min | P20393 | hit rate 0.79% among 370,000 | activity, % at 10 µM | AID 1259318;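 active means activity above about 14%, limit read from the data; passing the limit was not always enough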;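 further: 0% = DMSO wells with 35 nM protein and 100% = DMSO wells with 750 nM protein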
Target sequence (P20393 whole entry, looked up): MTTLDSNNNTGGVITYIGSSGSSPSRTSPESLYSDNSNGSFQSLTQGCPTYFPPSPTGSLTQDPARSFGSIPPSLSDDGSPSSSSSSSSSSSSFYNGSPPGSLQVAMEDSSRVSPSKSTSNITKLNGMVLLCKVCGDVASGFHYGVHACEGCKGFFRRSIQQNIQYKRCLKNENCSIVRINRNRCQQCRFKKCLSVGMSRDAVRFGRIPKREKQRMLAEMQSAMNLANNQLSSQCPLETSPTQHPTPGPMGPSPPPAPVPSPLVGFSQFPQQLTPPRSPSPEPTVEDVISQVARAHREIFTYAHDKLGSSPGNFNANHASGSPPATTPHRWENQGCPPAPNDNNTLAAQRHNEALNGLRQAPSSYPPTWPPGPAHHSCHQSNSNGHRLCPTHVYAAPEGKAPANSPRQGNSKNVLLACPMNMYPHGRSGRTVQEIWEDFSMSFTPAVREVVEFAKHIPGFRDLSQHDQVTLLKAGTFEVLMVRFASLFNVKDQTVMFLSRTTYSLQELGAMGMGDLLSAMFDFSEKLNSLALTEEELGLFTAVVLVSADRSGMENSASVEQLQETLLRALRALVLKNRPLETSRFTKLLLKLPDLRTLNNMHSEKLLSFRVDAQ
The depositor's hits bear a star; & = joins results of further samples.

SMILES | NR1D1 modulator
CC/C=C\C/C=C\C/C=C\C/C=C\C/C=C\CCCC(=O)OCC | -8.1
CC1(C)S[C@@H]2[C@H](NC(=O)[C@H](NC(=O)N3CCNC3=O)c3ccccc3)C(=O)N2C1C(=O)O (stereo not given in full) | -7.6
O=C1OC2(c3ccccc31)c1cc(I)c(O)c(I)c1Oc1c2cc(I)c(O)c1I | -52.8
CC(C)CC(=O)N[C@H](C(=O)NC(C(=O)NC(CC(C)C)[C@@H](O)CC(=O)N[C@@H](C)C(=O)N[C@@H](CC(C)C)[C@@H](O)CC(=O)O)C(C)C)C(C)C (stereo not given in full) | -2.3
COc1cc([C@@H]2c3cc4c(cc3[C@H](O)C3COC(=O)[C@@H]32)OCO4)cc(OC)c1OC (stereo not given in full) | -2.5
Cc1nc(N)cc(C[n+]2csc(CCO)c2C)n1 | -10.4
CCN(CC)C(C)CN1c2ccccc2Sc2ccccc21 (stereo not given) | 2.7
NCCC(O)(P(=O)(O)O)P(=O)(O)O | -2.8
COC(=O)C1[C@H]2C[C@H]3c4[nH]c5ccccc5c4CCN3C[C@@H]2CC[C@@H]1O (stereo not given in full) | -2.7
CO/N=C(/C(=O)N[C@@H]1C(=O)N2C(C(=O)O)=C(COC(C)=O)CS[C@H]12)c1csc(N)n1 | -1.6
CCC1(C)CC(=O)NC1=O (stereo not given) | -6.1
CCC(O)c1ccccc1 (stereo not given) | 4.2
c1ccc2[nH]ccc2c1 | -0.4
NCC[C@@H](O)C(=O)N[C@@H]1C[C@H](N)[C@@H](O[C@H]2O[C@H](CN)[C@@H](O)[C@H](O)[C@H]2O)[C@H](O)[C@H]1O[C@H]1O[C@H](CO)[C@@H](O)[C@H](N)[C@@H]1O | -0.9
CC(=O)NC(Cc1ccc(O)cc1)C(=O)O (stereo not given) | 3.8
CC(=O)OC(C)OC(=O)C(C)c1ccc(-c2ccccc2)c(F)c1 (stereo not given) | -2.7
CCCCCCCCCCCCC[N+](C)(C)Cc1ccccc1 | 0.3
O=[N+]([O-])c1ccc(Oc2ccc(N=C=S)cc2)cc1 | 0.9
O=C(CNC(=O)c1ccc(Cl)cc1)NO | 1.8
CC(=O)[C@@]1(O)CCC2C3CCC4=CC(=O)CC[C@]4(C)C3CC[C@@]21C (stereo not given in full) | -9.8
NC(=O)CCCCC1CCSS1 (stereo not given) | 1.3
FCOC(C(F)(F)F)C(F)(F)F | 2.8
CCC(=O)O[C@H]1CCC2C3CCc4cc(O)ccc4C3CC[C@@]21C (stereo not given in full) | -3.2
CCCCCc1ccc(C)cc1O | -0.1
CNC(C)[C@@H]1CC[C@@H](N)[C@@H](O[C@@H]2[C@H](O)[C@@H](O[C@@H]3OC[C@](C)(O)[C@H](NC)[C@H]3O)[C@H](N)C[C@@H]2N)O1 (stereo not given in full) | -1.8
O=c1[nH]c2ccccc2n1CCCN1CCN(C(c2ccccc2)c2ccccc2)CC1 | 4.7
C=CCc1ccc(O)c(OC)c1 | 5.8
CC(C)CN(C[C@@H](O)[C@H](Cc1ccccc1)NC(=O)O[C@H]1CCOC1)S(=O)(=O)c1ccc(N)cc1 | -3.1
CCCCCCCCCc1ccc(OCCOCCOCCOCCOCCOCCOCCOCCOCCO)cc1 | 2.2
CCN1CCCC1CNC(=O)c1cc(S(=O)(=O)CC)ccc1OC (stereo not given) | -1.1
O=C1C(O)=C(O)C(=O)C(O)=C1O | -0.6
CN(C)c1ccc(O)c2c1C[C@H]1C[C@H]3[C@H](N(C)C)C(=O)C(C(N)=O)=C(O)[C@@]3(O)C(=O)C1=C2O | -11.4&-31.8
Nc1ccc(S(=O)(=O)O)cc1 | -7.6
CC(C)CCCC(C)CCCC(C)CCCCC(C)CCCC(C)CCCC(C)C (stereo not given) | 1.5
C[C@@H]1CC2C3CCC4=CC(=O)C=C[C@]4(C)[C@@]3(F)[C@@H](O)C[C@]2(C)[C@@]1(O)C(=O)COP(=O)(O)O (stereo not given in full) | -7.0
CCn1cc(C(=O)O)c(=O)c2cc3c(cc21)OCO3 | -0.8
C#C[C@]1(O)CCC2C3CCc4cc(OC)ccc4C3CC[C@@]21C (stereo not given in full) | -3.6
O=C(Cn1c(=O)sc2ccc(Cl)cc21)N1CCN(CCO)CC1 | 4.7
Cc1ncc(C[n+]2csc(CCOP(=O)(O)OP(=O)(O)O)c2C)c(N)n1 | -3.5
CC(=O)Oc1cc(C)c(OC(C)=O)c2ccccc12 | -7.0
CC(=O)O[C@H]1CC2CCC3C(CC[C@@]4(C)C3C[C@H]([N+]3(C)CCCCC3)[C@@H]4OC(C)=O)[C@@]2(C)C[C@@H]1N1CCCCC1 (stereo not given in full) | -1.9
CC(=O)OCC(=O)[C@@]1(OC(C)=O)[C@@H](C)CC2C3C[C@H](F)C4=CC(=O)C=C[C@]4(C)[C@@]3(F)[C@@H](O)C[C@@]21C (stereo not given in full) | -4.3
Nc1nc(-c2ccccc2)c(Br)c(=O)[nH]1 | 2.0
CS(=O)(=O)c1ccc([C@@H](O)[C@@H](COC(=O)CN)NC(=O)C(Cl)Cl)cc1 | 0.4
CCOC(=O)[C@H](CCc1ccccc1)N[C@H]1CCCN2CCC[C@@H](C(=O)O)N2C1=O | 6.0
CCCC(=O)OC[C@@H](OC(=O)CCC)[C@@H](OC(=O)CCC)[C@H](Cn1c2nc(=O)[nH]c(=O)c-2nc2cc(C)c(C)cc21)OC(=O)CCC | 4.0
CC(C)(C)NC(=O)[C@H]1CCC2C3CCC4NC(=O)C=C[C@]4(C)C3CC[C@@]21C (stereo not given in full) | 2.5
O=C(O)c1cc(O)c(O)c(O)c1 | -6.9
O=C(O)C1=C(CSc2nnnn2CS(=O)(=O)O)CS[C@@H]2[C@@H](NC(=O)[C@H](O)c3ccccc3)C(=O)N12 | 1.1
O=C(O)Cc1cccc(-c2ccccc2)c1 | 1.6
CCN(CC)CCCC(C)Nc1ccnc2cc(Cl)ccc12 (stereo not given) | -0.2
CC(C)Nc1cccnc1N1CCN(C(=O)c2cc3cc(NS(C)(=O)=O)ccc3[nH]2)CC1 | 2.8
CC(C)Oc1ccc2c(=O)cc(-c3ccccc3)oc2c1 | 5.7
COC(=O)C1=C(C)NC(C)=C(C(=O)OC(C)(C)CN(C)CCC(c2ccccc2)c2ccccc2)C1c1cccc([N+](=O)[O-])c1 (stereo not given) | 2.0
O=C(O)c1ccccc1S | -5.2
CCOC(=O)c1ccc(N(CC(C)O)CC(C)O)cc1 (stereo not given) | -7.7
CN1CCC(=C2c3ccccc3CCc3cccnc32)CC1 | 14.8
CCCCc1oc2ccc(NS(C)(=O)=O)cc2c1C(=O)c1ccc(OCCCN(CCCC)CCCC)cc1 | -6.9
CC1=CC(=C(c2ccc(N)cc2)c2ccc(N)cc2)C=CC1=N | -8.3
COc1cc(NS(C)(=O)=O)ccc1Cc1c2ccccc2nc2ccccc12 | 7.7

Taken from the results shown (21 entries):
SMILES | NR1D1 modulator
CC(=O)Oc1cc(C)c(OC(C)=O)c2ccccc12 | -7.0
CC(=O)O[C@H]1CC2CCC3C(CC[C@@]4(C)C3C[C@H]([N+]3(C)CCCCC3)[C@@H]4OC(C)=O)[C@@]2(C)C[C@@H]1N1CCCCC1 (stereo not given in full) | -1.9
CC(=O)OCC(=O)[C@@]1(OC(C)=O)[C@@H](C)CC2C3C[C@H](F)C4=CC(=O)C=C[C@]4(C)[C@@]3(F)[C@@H](O)C[C@@]21C (stereo not given in full) | -4.3
Nc1nc(-c2ccccc2)c(Br)c(=O)[nH]1 | 2.0
CS(=O)(=O)c1ccc([C@@H](O)[C@@H](COC(=O)CN)NC(=O)C(Cl)Cl)cc1 | 0.4
CCOC(=O)[C@H](CCc1ccccc1)N[C@H]1CCCN2CCC[C@@H](C(=O)O)N2C1=O | 6.0
CCCC(=O)OC[C@@H](OC(=O)CCC)[C@@H](OC(=O)CCC)[C@H](Cn1c2nc(=O)[nH]c(=O)c-2nc2cc(C)c(C)cc21)OC(=O)CCC | 4.0
CC(C)(C)NC(=O)[C@H]1CCC2C3CCC4NC(=O)C=C[C@]4(C)C3CC[C@@]21C (stereo not given in full) | 2.5
O=C(O)c1cc(O)c(O)c(O)c1 | -6.9
O=C(O)C1=C(CSc2nnnn2CS(=O)(=O)O)CS[C@@H]2[C@@H](NC(=O)[C@H](O)c3ccccc3)C(=O)N12 | 1.1
O=C(O)Cc1cccc(-c2ccccc2)c1 | 1.6
CCN(CC)CCCC(C)Nc1ccnc2cc(Cl)ccc12 (stereo not given) | -0.2
CC(C)Nc1cccnc1N1CCN(C(=O)c2cc3cc(NS(C)(=O)=O)ccc3[nH]2)CC1 | 2.8
CC(C)Oc1ccc2c(=O)cc(-c3ccccc3)oc2c1 | 5.7
COC(=O)C1=C(C)NC(C)=C(C(=O)OC(C)(C)CN(C)CCC(c2ccccc2)c2ccccc2)C1c1cccc([N+](=O)[O-])c1 (stereo not given) | 2.0
O=C(O)c1ccccc1S | -5.2
CCOC(=O)c1ccc(N(CC(C)O)CC(C)O)cc1 (stereo not given) | -7.7
CN1CCC(=C2c3ccccc3CCc3cccnc32)CC1 | 14.8
CCCCc1oc2ccc(NS(C)(=O)=O)cc2c1C(=O)c1ccc(OCCCN(CCCC)CCCC)cc1 | -6.9
CC1=CC(=C(c2ccc(N)cc2)c2ccc(N)cc2)C=CC1=N | -8.3
COc1cc(NS(C)(=O)=O)ccc1Cc1c2ccccc2nc2ccccc12 | 7.7

(cont.)
SMILES | NR1D1 modulator
CC/C=C(\C(=O)N[C@@H]1C(=O)N2C(C(=O)OCOC(=O)C(C)(C)C)=C(COC(N)=O)CS[C@H]12)c1csc(N)n1 | -4.5
CCCC(=O)O[C@]1(C(=O)CO)CCC2[C@@H]3CCC4=CC(=O)CC[C@]4(C)C3[C@@H](O)C[C@@]21C (stereo not given in full) | -2.4
COC1CC2CCC(C)C(O)(O2)C(=O)C(=O)N2CCCCC2C(=O)OC(C(C)CC2CCC(O)C(OC)C2)CC(=O)C(C)/C=C(\C)C(O)C(OC)C(=O)C(C)CC(C)/C=C/C=C/C=C/1C (stereo not given) | -3.1
CC(C)(O)c1ccccc1CC[C@@H](SC1(CC(=O)O)CC1)c1cccc(/C=C/c2ccc3ccc(Cl)cc3n2)c1 | -2.5
CCCCC/C=C\C/C=C\CCCCCCCC(=O)O | 0.5
CN1c2ccccc2Sc2ccc(CC(=O)O)cc21 | 0.3
CO[C@H]1O[C@H](CO)[C@H](O[C@@H]2OC(C(=O)O)[C@@H](O[C@H]3O[C@H](COS(=O)(=O)O)[C@H](O[C@@H]4OC(C(=O)O)[C@@H](O[C@H]5O[C@H](CO)[C@H](O[C@@H]6OC(C(=O)O)[C@@H](O[C@H]7O[C@H](COS(=O)(=O)O)[C@H](O[C@@H]8OC(C(=O)O)=C[C@H](O)C8OS(=O)(=O)O)[C@H](O)[C@H]7NC(C)=O)[C@H](O)[C@H]6O)[C@H](O)[C@H]5NC(C)=O)[C@H](O)[C@H]4O)[C@H](O)[C@H]3NC(C)=O)[C@H](O)[C@H]2O)[C@H](O)[C@H]1NC(C)=O (stereo not given in full) | -4.5
C#C[C@]1(O)CCC2C3CCC4=C(CCC(=O)C4)C3CC[C@@]21C (stereo not given in full) | 1.2
CCCCCCCCCCCCCCCCCCO | 7.2
CCCCCCCCCCCCCCCCO | 2.4
Cc1ncc(CSSCc2cnc(C)c(O)c2CO)c(CO)c1O | -3.9
Cc1c(C)c2c(c(C)c1OC(=O)CCC(=O)O)CC[C@@](C)(CCC[C@H](C)CCC[C@H](C)CCCC(C)C)O2 | -3.3
C[C@@H](O)[C@H](N)C(=O)O | -1.1
N[C@@H](CSCC(=O)O)C(=O)O | 2.6
O=C(OCc1ccccc1)c1cccnc1 | -3.7
CC(C)c1nc(N(C)S(C)(=O)=O)nc(-c2ccc(F)cc2)c1/C=C/[C@@H](O)C[C@@H](O)CC(=O)O | 1.1
CCOC(=O)[C@@H](N)CS | -2.2
Cc1cc(O)c(C(C)C)cc1Cl | -2.4
CN[C@@H]1[C@@H](O[C@H]2O[C@H](CO)[C@@H](N)[C@H](O)[C@H]2O)O[C@H]2C[C@@H](N)[C@H](O[C@H]3[C@H](O)[C@@H](O)[C@H](N)C[C@@H]3N)O[C@@H]2[C@@H]1O | 1.3
CC(C)=CCOc1ccc(/C=C/C(=O)c2ccc(OCC=C(C)C)cc2OCC(=O)O)cc1 | -10.0
CCOCC(O)COc1ccc(NC(=O)CC[S+](C)C)cc1 (stereo not given) | -3.8
CCCCCC(C)N (stereo not given) | -1.7
CCOc1ccccc1OCCN[C@H](C)Cc1ccc(OC)c(S(N)(=O)=O)c1 | -1.1
CC(C)=CCC1C(=O)N(c2ccccc2)N(c2ccccc2)C1=O | -9.2
CCN(CC)CCCC(C)Nc1c2ccc(Cl)cc2nc2ccc(OC)cc12 (stereo not given) | -19.1
CC1(C)S[C@@H]2C(NC(=O)[C@@H](N)c3ccc(O)cc3)C(=O)N2[C@H]1C(=O)O (stereo not given in full) | -5.1
CCn1cc(C(=O)O)c(=O)c2cnc(N3CCCC3)nc21 | 3.8
O=c1[nH]c(=O)c2[nH]c(=O)[nH]c2[nH]1 | 3.5
Cc1ccc(C(=O)c2cc(O)c(O)c([N+](=O)[O-])c2)cc1 | 4.0
FC(F)OC(Cl)C(F)(F)F (stereo not given) | -2.8
FC(F)(F)C(F)(F)C(F)(F)C(F)(F)C(F)(F)C(F)(F)F | -6.1
CC(C)OC(=O)CCC/C=C\C[C@@H]1[C@@H](/C=C/[C@@H](O)COc2cccc(C(F)(F)F)c2)[C@H](O)C[C@@H]1O | -1.9
N[C@@H](CS)C(=O)O | -0.1
Cc1cc(-c2ccc(N=Nc3ccc4c(S(=O)(=O)O)cc(S(=O)(=O)O)c(N)c4c3O)c(C)c2)ccc1N=Nc1ccc2c(S(=O)(=O)O)cc(S(=O)(=O)O)c(N)c2c1O | -42.7
CC[C@H](C)[C@@H]1NC(=O)[C@H](Cc2ccc(O)cc2)NC(=O)[C@@H](N)CSSC[C@@H](C(=O)N2CCC[C@H]2C(=O)N[C@@H](CC(C)C)C(=O)NCC(N)=O)NC(=O)[C@H](CC(N)=O)NC(=O)[C@H](CCC(N)=O)NC1=O | 5.7
CC(N)(Cc1ccc(O)c(O)c1)C(=O)O (stereo not given) | -32.7
CCCCCCCCCCCCCCCCCCCCCC(=O)Nc1ccn([C@@H]2O[C@H](CO)[C@@H](O)[C@@H]2O)c(=O)n1 | 1.8

Only part of the results is shown; rates above refer to the full screens.
